# STK33 inh: human STK33 kinase inhibition; Q9BYT3; ADP-Glo luminescence, MBP substrate; inhibition, % at 12.5 µM; actives 0.44% (n = 27,000); in the data active means inhibition above about 20%
# Target sequence (Q9BYT3 whole entry, looked up): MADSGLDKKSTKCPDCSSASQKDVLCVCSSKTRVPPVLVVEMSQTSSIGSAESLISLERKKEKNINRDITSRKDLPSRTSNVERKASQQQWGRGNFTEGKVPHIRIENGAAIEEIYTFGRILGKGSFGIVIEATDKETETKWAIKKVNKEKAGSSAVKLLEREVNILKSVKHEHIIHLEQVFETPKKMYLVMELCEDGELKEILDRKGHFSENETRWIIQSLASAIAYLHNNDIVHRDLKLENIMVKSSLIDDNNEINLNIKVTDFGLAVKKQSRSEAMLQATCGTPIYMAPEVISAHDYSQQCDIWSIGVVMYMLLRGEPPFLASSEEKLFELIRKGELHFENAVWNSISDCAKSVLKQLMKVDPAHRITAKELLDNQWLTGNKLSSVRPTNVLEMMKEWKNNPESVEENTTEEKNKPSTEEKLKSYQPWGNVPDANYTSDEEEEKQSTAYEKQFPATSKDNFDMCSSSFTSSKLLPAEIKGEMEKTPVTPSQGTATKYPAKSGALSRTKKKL
# p53 PUMA act: restores mutant p53 pathway signaling in SW480 cells. SW480 PUMA-promoter luciferase, p53 mutant reactivation. activation, % at 9.98 µM. actives 1.5% (n = 28,000); in the data active means activation above about 52%
# * = called active by the depositor; . = not tested or not shown. Not all compounds are listed; the hit share may differ from the screen's.
SMILES,STK33 inh,p53 PUMA act
COC(=O)C(CC#Cc1ccc2c(c1)[C@]1(C(=O)N2)[C@H](C(=O)Nc2nc3ccccc3s2)[C@H]2C(=O)O[C@H](c3ccccc3)[C@H](c3ccccc3)N2[C@@H]1c1ccccc1OCCO)C(=O)OC,-1,.
C[C@H](CO)N1C[C@H](C)[C@@H](CN(C)C(=O)Nc2ccc(C(F)(F)F)cc2)Oc2ccc(NS(=O)(=O)c3ccccc3)cc2C1=O,.,-5
C[C@H]1CN([C@@H](C)CO)C(=O)Cc2cc(NC(=O)CCC(F)(F)F)ccc2O[C@H]1CN(C)S(=O)(=O)c1ccccc1,2,-1
CCOc1ccc2nc(Nc3nc(C)c(Cc4ccc(C)cc4)c(=O)[nH]3)nc(C)c2c1,4,18
COc1ccc(NC(=O)Nc2ccc3c(c2)C(=O)N([C@H](C)CO)C[C@H](C)[C@@H](CN(C)C(=O)C2CCCCC2)OCCCC[C@@H](C)O3)cc1,3,-2
COc1ccc(S(=O)(=O)Nc2ccc3c(c2)CC(=O)N([C@H](C)CO)C[C@H](C)[C@H](CN(C)C(=O)Nc2ccccc2)O3)cc1,1,.
C[C@@H]1CN([C@@H](C)CO)C(=O)c2cccc(NS(C)(=O)=O)c2O[C@@H]1CN(C)S(=O)(=O)c1cn(C)cn1,.,-3
CCC1(C)Cc2c(sc3nc(SC)nc(SCC(=O)Nc4ccc(C)cc4)c23)CO1 (centres undefined),3,8
C[C@H]1CN([C@@H](C)CO)C(=O)c2cccc(NS(=O)(=O)c3ccc(F)cc3)c2O[C@H]1CN(C)C(=O)Nc1cccc2ccccc12,.,-3
COc1ccc(NC(=O)CCSc2nnc3scc(-c4ccc(C)cc4)n23)cc1,0,-12
C[C@@H]1CN([C@@H](C)CO)C(=O)c2cccc(NC(=O)C3CCOCC3)c2O[C@H]1CN(C)C(=O)Nc1ccc(F)cc1,.,1
CC(C)c1ccc2c(c1)CC[C@H]1[C@](C)(CN)CCC[C@]21C,.,-75
C[C@H]1CN([C@@H](C)CO)C(=O)Cc2cc(NC(=O)c3ccncc3)ccc2O[C@H]1CN(C)Cc1ccc(C(F)(F)F)cc1,-1,.
COc1ccc(S(=O)(=O)N(C)C[C@@H]2Oc3ccc(NC(=O)Cc4ccccc4)cc3C(=O)N([C@H](C)CO)C[C@H]2C)cc1,.,1
O=C(CSc1nccc(=O)[nH]1)Nc1ccc(Oc2ccccc2)cc1,-7,-12
COC(=O)c1ccccc1Oc1nc(NC(C)C)nc(NC(C)C)n1,0,-12
N#Cc1ccccc1OCCCCSc1ncccn1,-4,102*
Cc1cc(C)nc(SCCS(=O)(=O)Cc2ccccc2)n1,-3,-5
C[C@H](CO)N1C[C@H](C)[C@H](CN(C)S(=O)(=O)c2cn(C)cn2)Oc2c(NS(=O)(=O)c3ccc(Cl)cc3)cccc2C1=O,.,6
COc1ccc(CNC(=O)C[C@H]2C[C@@H]3c4cc(NS(C)(=O)=O)ccc4O[C@@H]3[C@@H](CO)O2)cc1,.,7

# Profiles as entered above:
# Cc1cc(C)nc(SCCS(=O)(=O)Cc2ccccc2)n1 in the list: STK33 inh = -3; p53 PUMA act = -5
# COc1ccc(NC(=O)Nc2ccc3c(c2)C(=O)N([C@H](C)CO)C[C@H](C)[C@@H](CN(C)C(=O)C2CCCCC2)OCCCC[C@@H](C)O3)cc1 in the list: STK33 inh = 3; p53 PUMA act = -2

# Further results:
SMILES,STK33 inh,p53 PUMA act
Cc1ccccc1-c1cc(C(=O)NCCCN2CCOCC2)c2cc(Cl)ccc2n1,4,-13
COc1ccc(NC(=O)N(C)C[C@H]2Oc3ccc(NC(=O)c4ccncc4)cc3CC(=O)N([C@H](C)CO)C[C@H]2C)cc1,-2,.
C[C@H]1CN([C@@H](C)CO)C(=O)Cc2cc(NC(=O)Cn3cnnn3)ccc2O[C@@H]1CN(C)C(=O)Nc1ccccc1,1,6
CC(C)N1CCN(c2ccc(C(=O)c3c(-c4ccc(O)cc4)sc4cc(O)ccc34)cc2)CC1,.,-5
C[C@@H]1CN([C@H](C)CO)C(=O)c2cc(NS(=O)(=O)c3ccccc3)ccc2O[C@@H](C)CCCCO[C@H]1CN(C)Cc1ccc2c(c1)OCO2,.,-10
COc1cccc(C#Cc2cnc3c(c2)C(=O)N([C@@H](C)CO)C[C@H](C)[C@@H](CN(C)C(=O)C2CCC2)O3)c1,.,10
COc1ccc(OC)c(NC(=O)C2CC(=O)n3ncnc3N2)c1 (centres undefined),-1,-13
NC(=O)C1(N2CCCCC2)CCN(C(=S)NCc2ccco2)CC1,1,-4
Cc1cc(C)nc(Nc2n[nH]c(-c3ccccc3C)n2)n1,.,29
Cc1cccc(C)c1Nc1c(CN2C(=O)c3ccccc3C2=O)nc2ccc(Br)cn12,.,9
COc1cc(NC(=O)CC2NC3CCCCC3NC2=O)cc(OC)c1 (centres undefined),5,-4
C[C@@H]1CCCCO[C@H](CN(C)Cc2ccc(C(=O)O)cc2)[C@@H](C)CN([C@@H](C)CO)C(=O)c2cc(N(C)C)ccc2O1,.,8
CNC[C@@H]1OCCCC[C@@H](C)Oc2ccc(NC(=O)Nc3ccccc3)cc2C(=O)N([C@H](C)CO)C[C@H]1C,.,3
C[C@H](CO)N1C[C@H](C)[C@H](CN(C)C(=O)NC2CCCCC2)Oc2c(NS(=O)(=O)c3ccc(F)cc3)cccc2C1=O,.,7
C[C@H](CO)N1C[C@H](C)[C@@H](CN(C)CC2CCCC2)Oc2ncc(C#C[C@@H](C)O)cc2C1=O,.,0
COc1ccc(NC(=O)N(C)C[C@H]2Oc3ccc(NS(=O)(=O)c4ccc(C)cc4)cc3CC(=O)N([C@H](C)CO)C[C@H]2C)cc1,-1,.
CCc1nc(SCC(=O)Nc2ccccc2C(=O)OC)n[nH]1,-2,-1
c1ccc(C(O[C@@H]2CCCN(CCc3ccc4c(c3)OCO4)C2)c2ccccc2)cc1,.,-6
C[C@@H]1CCCCO[C@H](CN(C)C(=O)c2ccccc2)[C@H](C)CN([C@@H](C)CO)C(=O)c2cc(NC(=O)Nc3ccc(F)cc3)ccc2O1,.,-48
C[C@H]1CN([C@@H](C)CO)C(=O)c2cc(NS(=O)(=O)c3ccc(Cl)cc3)ccc2O[C@@H]1CN(C)S(=O)(=O)c1ccccc1,3,.
CCC(=O)N(C)C[C@H]1Oc2ncc(C#C[C@@H](C)O)cc2C(=O)N([C@@H](C)CO)C[C@H]1C,.,3
C[C@H]1CN([C@@H](C)CO)C(=O)Cc2cc(NS(=O)(=O)c3ccccc3)ccc2O[C@@H]1CN(C)Cc1ccc(Oc2ccccc2)cc1,3,.
C[C@H]1CN([C@@H](C)CO)C(=O)c2cccc(NC(=O)NC3CCCCC3)c2O[C@H]1CN(C)S(=O)(=O)c1cn(C)cn1,.,11
COc1ccccc1CN(C)C[C@@H]1OCc2cnnn2CCCC(=O)N([C@H](C)CO)C[C@@H]1C,-5,8
CSc1ccccc1NC(=O)CN(c1cc(C)cc(C)c1)S(C)(=O)=O,-3,1
O=C(C[C@H]1C[C@H]2c3cc(NC(=O)NC4CCCC4)ccc3O[C@H]2[C@H](CO)O1)NCc1cccc(F)c1,.,4
CC(C)NC(=O)N(C)C[C@@H]1OCCCC[C@@H](C)Oc2ccc(NC(=O)c3ccccc3)cc2C(=O)N([C@@H](C)CO)C[C@@H]1C,.,8
CCOc1ccccc1NC(=O)CSc1nnc(-c2ccco2)n1C,0,8
CC(C)NC(=O)N(C)C[C@@H]1Oc2ccc(NS(=O)(=O)c3ccccc3)cc2CC(=O)N([C@@H](C)CO)C[C@@H]1C,-1,.
COc1cccc2sc(NC(=O)c3ccc(S(=O)(=O)N(C)C)cc3)nc12,2,.
C[C@H](CO)N1C[C@H](C)[C@@H](CN(C)CC2CCCCC2)Oc2ccc(NC(=O)C3CC3)cc2C1=O,-1,.
COc1ccc(OC)c(S(=O)(=O)Nc2cc3c(C(C)=O)c(C)oc3c3ccccc23)c1,-1,-13
C[C@H](CO)N1C[C@H](C)[C@@H](CN(C)S(=O)(=O)c2cn(C)cn2)Oc2ccc(NS(=O)(=O)c3ccc(Cl)cc3)cc2C1=O,.,5
CNC[C@H]1OCCCC[C@@H](C)Oc2ccc(NS(=O)(=O)c3cccs3)cc2C(=O)N([C@@H](C)CO)C[C@H]1C,.,1
C[C@@H]1CN([C@@H](C)CO)C(=O)c2cc(NC(=O)Nc3cccc4ccccc34)ccc2O[C@@H]1CN(C)Cc1ccc(-c2ccccc2)cc1,9,.
O=C(CC1(O)C(=O)N(Cc2ccccc2)c2ccc(Br)cc21)c1ccco1 (centres undefined),0,1
C[C@@H]1CN([C@@H](C)CO)C(=O)c2cc(NC(=O)Cc3cn(C)c4ccccc34)ccc2O[C@H]1CN(C)S(=O)(=O)c1cccs1,4,.
C=CCN1C(=O)[C@]2(O[C@H](CCO)[C@@H]([Si](C)(C)c3ccc(OC)cc3)[C@@H]2C)c2cc(I)ccc21,10,.
CCN(CC(=O)Nc1cccc2ccccc12)S(=O)(=O)c1ccc2ccccc2c1,1,-6
COc1ccc(NC(=O)N(C)C[C@@H]2Oc3ccc(NS(=O)(=O)c4ccccc4)cc3C(=O)N([C@H](C)CO)C[C@@H]2C)cc1,.,-8
CC(C)NC(=O)N(C)C[C@H]1Oc2ccc(NC(=O)Nc3cccc4ccccc34)cc2CC(=O)N([C@@H](C)CO)C[C@H]1C,1,.
COc1ccc(NC(=O)N(C)C[C@@H]2OCCCC[C@@H](C)Oc3ccc(NC(=O)Nc4ccc(F)cc4)cc3C(=O)N([C@H](C)CO)C[C@@H]2C)cc1,5,.
C[C@H](CO)N1C[C@H](C)[C@@H](CN(C)CC2CC2)Oc2c(NC(=O)c3cnccn3)cccc2C1=O,.,7
Cc1cc(SCC(=O)Nc2sc3c(c2C#N)CCCC3)nc2ccccc12,0,-7
CCS(=O)(=O)c1nc2ccccc2n1CCOc1ccc(OC)cc1,-1,-11
Cc1ccc(S(=O)(=O)N(C)C[C@@H]2Oc3ccc(NC(=O)Cn4cnnn4)cc3CC(=O)N([C@@H](C)CO)C[C@@H]2C)cc1,-5,.
O=C1O[C@H](c2ccccc2)[C@H](c2ccccc2)N2[C@H]1[C@@H](C(=O)NC[C@H](O)c1ccccc1)[C@]1(C(=O)Nc3ccc(C#CCCO)cc31)[C@H]2c1ccc(OCCO)cc1,12,.
O=C(Nc1ccc2c(c1)[C@H]1C[C@@H](CC(=O)N3CCc4ccccc4C3)O[C@H](CO)[C@H]1O2)c1cccnc1,.,-1
C[C@H]1CN([C@@H](C)CO)C(=O)c2cc(NS(=O)(=O)c3ccc(Cl)cc3)ccc2O[C@@H]1CN(C)C(=O)Nc1ccc(C(F)(F)F)cc1,1,.
C[C@@H]1CN([C@@H](C)CO)C(=O)c2cc(-c3cccc(C#N)c3)cnc2O[C@H]1CN(C)Cc1ccc(F)cc1,.,-2
CC(=O)c1ccc(NC(=O)COc2ccccc2C(=O)Nc2cc(C(F)(F)F)ccc2Cl)cc1,5,-3
C[C@H]1CN([C@@H](C)CO)C(=O)c2cccc(NC(=O)NC3CCCCC3)c2O[C@H]1CN(C)C,.,0
CC1(C)CC(=O)c2cc(OCC(=O)NCCN3CCOCC3)ccc2O1,.,15
C[C@@H]1CN([C@H](C)CO)C(=O)Cc2cc(NS(C)(=O)=O)ccc2O[C@@H]1CN(C)Cc1ccc2c(c1)OCO2,2,.
C[C@@H]1CN([C@@H](C)CO)C(=O)c2cc(C#C[C@@H](C)O)cnc2O[C@H]1CN(C)CC1CCCC1,.,-11
COc1cccc(CN(C)C[C@H]2OCc3cnnn3CCCC(=O)N([C@H](C)CO)C[C@@H]2C)c1,-1,.
COc1ccccc1Nc1nc(N)nc(CN2CCCCCC2)n1,2,-2
C[C@H](CO)N1C[C@H](C)[C@H](CN(C)Cc2ccc(Oc3ccccc3)cc2)Oc2ccc(NS(C)(=O)=O)cc2CC1=O,0,.
C[C@H](CO)N1C[C@H](C)[C@@H](CN(C)Cc2ccccc2)Oc2ccc(NS(=O)(=O)c3cccs3)cc2CC1=O,.,9
C[C@@H]1CCCCO[C@@H](CN(C)C(=O)Nc2ccc3c(c2)OCO3)[C@@H](C)CN([C@H](C)CO)C(=O)c2cc(NS(=O)(=O)c3cccs3)ccc2O1,2,.
CC(=O)NCCCC[C@@H]1NC(=O)[C@H]2C[C@@H](C(=O)NCCCCCCN(C)C)[C@@H](c3cccc(OCCO)c3)N2C1=O,-8,.
CCc1cccc(C)c1NC(=O)CSc1nnc(-c2ccc(C)cc2)n1C,4,2
CCOc1ccc(C)cc1S(=O)(=O)n1nnc2ccccc21,-1,6

# In the list so far, ten contain an aryl thioether with sulfur outside any ring.
SMILES,STK33 inh,p53 PUMA act
CCC1(C)Cc2c(sc3nc(SC)nc(SCC(=O)Nc4ccc(C)cc4)c23)CO1 (centres undefined),3,8
COc1ccc(NC(=O)CCSc2nnc3scc(-c4ccc(C)cc4)n23)cc1,0,-12
O=C(CSc1nccc(=O)[nH]1)Nc1ccc(Oc2ccccc2)cc1,-7,-12
N#Cc1ccccc1OCCCCSc1ncccn1,-4,102*
Cc1cc(C)nc(SCCS(=O)(=O)Cc2ccccc2)n1,-3,-5
CCc1nc(SCC(=O)Nc2ccccc2C(=O)OC)n[nH]1,-2,-1
CSc1ccccc1NC(=O)CN(c1cc(C)cc(C)c1)S(C)(=O)=O,-3,1
CCOc1ccccc1NC(=O)CSc1nnc(-c2ccco2)n1C,0,8
Cc1cc(SCC(=O)Nc2sc3c(c2C#N)CCCC3)nc2ccccc12,0,-7
CCc1cccc(C)c1NC(=O)CSc1nnc(-c2ccc(C)cc2)n1C,4,2
